# Tau ThT inhib = tau fibrillization inhibition (ThT binding); P10636; recombinant tau K18 P301L, heparin-induced fibrillization, ThT fluorescence; Potency, µM (titrated, usually from 57.4 µM), for the others: at the top dose activity, negative = inhibition, actives largely listed as inhibitors; 270,000 tested, 2.1% active; AID 1460; note: % is set by controls: 0 for no effect and ±100 for the full control effect; nearly all actives have a fitted effect of over 55% in size
# Target sequence (P10636 561-689 P618L limits assumed): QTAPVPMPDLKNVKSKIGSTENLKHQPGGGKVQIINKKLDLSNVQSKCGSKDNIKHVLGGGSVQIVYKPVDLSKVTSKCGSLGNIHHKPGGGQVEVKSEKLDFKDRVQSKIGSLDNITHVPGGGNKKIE
#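 K18 P301L tau (15 uM + 0.24 uM Alexa 594-tagged), heparin 20 uM, NaOAc pH 7, 6 h 37 C; ThT 30 uM, 1 h RT, ex 450/em 510 nm.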
# Tau fluor counter = counter-screen for tau fibril formation inhibitors. 280,000 tested, 0.93% active. Potency, µM (top dose mostly 57.7 µM), for the others: at the top dose activity change, negative = decrease. AID 1463. tau K18 P301L Alexa594 fluorescence, heparin fibrillization; note: % is set by controls: 0 for no effect and ±100 for the full control effect; nearly all actives have a fitted effect of over 55% in size
#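 Human tau K18 P301L (15 uM unlabeled, 0.24 uM Alexa 594-labeled) in 100 mM sodium acetate pH 7 with 20 uM heparin, 6 hr at 37 C. ThT 30 uM added, 1 hr ambient; Alexa 594 FP and total fluorescence read at 555/632 nm.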
# SMN2 splice up = SMN2 splice variant enhancement; HEK293 SMN2-luciferase splicing reporter, luminescence, 30-36 h; 210,000 tested, 2.8% active; Potency, µM (top dose mostly 46.1 µM), without a hit: top-dose activity change, positive = activation, usual class: activators; note: % of control where 0% means no effect; nearly all actives have a fitted effect of over 55% in size
#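 qHTS luciferase splicing reporter: luminescence rises when SMN2 exon 7 is included in transfected HEK293 cells. Compound exposure lasted 30-36 h at 37C, with 4.5 mM final sodium butyrate as control, followed by a ONE-Glo read.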
# JMJD2E inh = JMJD2E (human) inhibition. B2RXH2. JMJD2E catalytic domain, FDH-coupled NADH fluorescence (FDH is formaldehyde dehydrogenase). Potency, µM (titrated, usually from 57.1 µM), inactives show at the top dose activity change, negative = inhibition, hits mostly inhibitors. 230,000 tested, 1.6% active; active = well fitted inhibition curve with a large enough effect, not every such curve was filed as active; inconclusive = small, poorly fitted or top-dose-only effect, or another doubt; inactive = no such curve, though single readings can be large or run the other way;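 note: 0% = wells with enzyme and -100% = buffer wells without enzyme; nearly all actives have a fitted effect of over 50% in size; many of its hits are not listed in these tables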
# Target sequence (B2RXH2 1-337 limits assumed): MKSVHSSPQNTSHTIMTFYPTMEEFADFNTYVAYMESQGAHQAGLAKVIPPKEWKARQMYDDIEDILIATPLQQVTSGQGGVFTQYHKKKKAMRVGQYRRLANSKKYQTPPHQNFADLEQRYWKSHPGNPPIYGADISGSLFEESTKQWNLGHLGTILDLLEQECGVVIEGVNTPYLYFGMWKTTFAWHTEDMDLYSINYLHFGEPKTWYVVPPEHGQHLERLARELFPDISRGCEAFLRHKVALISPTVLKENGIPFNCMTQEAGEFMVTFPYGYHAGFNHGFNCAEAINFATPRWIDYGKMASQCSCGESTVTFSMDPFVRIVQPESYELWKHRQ
# HttQ103 aggreg = inhibitors of mutant huntingtin aggregate formation in PC12 cells; PC12 HttQ103-GFP aggregates, Acumen cytometry, 40 h; Potency, µM (top dose mostly 46.1 µM), for the others: top-dose activity change, negative = inhibition, hits mostly inhibitors; 220,000 tested, 1.1% active; note: % is set by controls: 0 for no effect and ±100 for the full control effect; nearly all actives have a fitted effect of over 60% in size
#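 Huntingtin Q103 exon 1–GFP aggregates in induced PC12 cells (100 nM tebufenozide) were quantified by cytometry from lysates, with compounds dosed in titration.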
# Tau fibril FP = inhibitors of human tau fibril formation; P10636; K18 P301L tau heparin fibrillization, Alexa594 FP, 6 h; Potency, µM (highest dose often 57.7 µM), without a hit: at the highest dose activity, negative = inhibition, most hits filed as inhibitors; 280,000 tested, 0.39% active; note: % is set by controls: 0 for no effect and ±100 for the full control effect; nearly all actives have a fitted effect of over 55% in size
#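 Read-out: fluorescence polarization of Alexa 594-labeled tau (0.24 uM), 555 nm excitation, 632 nm emission. Mixtures held 15 uM unlabeled K18 P301L, compound and 20 uM heparin, pH 7 acetate buffer, incubated 6 hr at 37 C.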
# ALDH1A1 block = inhibitors of human aldehyde dehydrogenase 1A1; P00352; Purified ALDH1A1, NADH fluorescence, propionaldehyde substrate; Potency, µM (series often up to 75.3 µM), for inactives: top-dose activity, negative = inhibition, actives largely listed as inhibitors; 220,000 tested, 7.3% active; AID 1030; active = well fitted inhibition curve with a large enough effect, not every such curve was filed as active; inconclusive = small, poorly fitted or top-dose-only effect, or another doubt; inactive = no such curve, though single readings can be large or run the other way;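 note: plate controls were no enzyme wells and a reference inhibitor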
# Target sequence (P00352 whole entry, looked up): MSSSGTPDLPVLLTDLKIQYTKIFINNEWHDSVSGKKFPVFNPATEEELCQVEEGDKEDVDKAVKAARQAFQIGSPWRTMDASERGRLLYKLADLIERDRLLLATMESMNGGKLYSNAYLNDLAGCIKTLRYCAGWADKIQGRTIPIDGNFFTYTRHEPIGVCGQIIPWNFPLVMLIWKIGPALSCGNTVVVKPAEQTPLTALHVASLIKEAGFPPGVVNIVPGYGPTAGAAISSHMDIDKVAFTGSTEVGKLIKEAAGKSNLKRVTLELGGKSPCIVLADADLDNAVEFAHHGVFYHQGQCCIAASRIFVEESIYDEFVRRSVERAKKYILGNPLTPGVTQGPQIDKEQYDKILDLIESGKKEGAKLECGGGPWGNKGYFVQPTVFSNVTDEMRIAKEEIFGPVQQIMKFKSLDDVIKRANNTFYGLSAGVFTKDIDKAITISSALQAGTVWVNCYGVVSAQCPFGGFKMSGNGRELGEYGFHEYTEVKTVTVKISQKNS
# HTT cytoprotect = Huntington cell model cytoprotection by ATP luminescence; Potency, µM (titrated, usually from 56.4 µM), without a hit: cytoprotection (ATP increase), usual class: activators; 230,000 tested, 0.14% active; PC12 HTT-Q103 induced, cytoprotection, ATP luminescence, 40 h;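 note: % of control where 0% means no effect; nearly all actives have a fitted effect of over 45% in size; toxic huntingtin expression switched on by the ecdysone agonist tebufenozide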
#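 Stable PC12 Q103-GFP cells in serum-supplemented, phenol red-free DMEM; induction by tebufenozide at 100 nM final; compound dose series; cell viability quantified luminescently from ATP.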
# * = called active by the depositor; ? = inconclusive; . = not tested or not shown; [ ] = dose if it differs, or a comment. Unless noted, calls come from the whole dose curve; as a rule, active = well fitted curve in the direction sought with a large enough effect; inconclusive = small, poorly fitted or top-dose-only effect, or another doubt; inactive = no such curve, though single readings can be large; an effect the other way counts as inactive or inconclusive. Potency is the fitted concentration of half-maximal effect.
nr | molecule | Tau ThT inhib | Tau fluor counter | SMN2 splice up | JMJD2E inh
1 | O=C(Nc1cccc(C(F)(F)F)c1)c1cccc(C(=O)Nc2cccc(C(F)(F)F)c2)c1 | 12% | -13% | -10% | .
2 | CCOC(=O)c1cccc(Nc2nc(C)cc(C)n2)c1 | -7% | 2% | ? | ?
3 | Cc1ccc(SC(CC(=O)c2ccc(C(C)(C)C)cc2)C(=O)O)cc1 (stereo unspecified) | ? | 6% | -24% | 5%
4 | Cn1c(-c2cccc([N+](=O)[O-])c2)cnc1NCc1cccc([N+](=O)[O-])c1 | -2% | -8% | . | -8%
5 | Cc1cc(Br)cc(C)c1NC(=O)c1cnc2ccccn2c1=O | -9% | -10% | -8% | .
6 | O=C(Nc1ccccc1C(F)(F)F)c1cc(-c2ccc(O)cc2)on1 | -19% | ? | 13% | -7%
7 | COCCCNC(=O)C1CCCN(S(C)(=O)=O)C1 (stereo unspecified) | -8% | -2% | -1% | -2%
8 | Nn1c(Cc2cccc3ccccc23)nnc1SC1CCOC1=O (stereo unspecified) | -17% | -11% | 36% | 7%
9 | Cc1noc(/C=C/c2ccco2)c1S(=O)(=O)N1CCC(C(=O)NC(C)c2ccccc2)CC1 (stereo unspecified) | -18% | -21% | -12% | 2%
10 | CCCCN(CC)CCCNC(=O)c1nn(-c2ccc(OC)cc2)c(=O)c2c1c1ccccc1n2C | 1% | -9% | 7% | .
11 | Cc1ccccc1NC(=O)C1CCCN1/C=C/C(=O)C(F)(F)F (stereo unspecified) | -13% | -11% | . | 0%
12 | Cc1cc(N2CCCC2=O)cc(C)c1S(=O)(=O)NCCOc1ccc(C(C)(C)C)cc1 | -16% | -7% | -93%[inhibitor] | 7%
13 | Cc1ccc(C2(C(F)(F)F)N=C3Sc4cc(C)ccc4N3C(=O)N2)cc1 (stereo unspecified) | -15% | -9% | 19% | 0%
14 | O=C(CSc1ccc(-c2ccccn2)nn1)N1CCc2ccccc21 | ? | -17% | 12% | -4%
15 | O=c1[nH]c(-c2ccccc2)nc2sc(-c3ccccc3)cc12 | 9% | 3% | ? | ?

nr | HttQ103 aggreg | Tau fibril FP | ALDH1A1 block | HTT cytoprotect
1 | . | ? | . | .
2 | -3% | -1% | 2% | 20%[10 µM]
3 | 31%[9.22 µM] | 3% | 0.2µM* | -12%[10 µM]
4 | -4%[9.22 µM] | -4% | 4.7µM* | 10%[10 µM]
5 | . | -2% | . | .
6 | 1% | ? | -2% | 5%
7 | -5% | 8% | -1% | .
8 | -14% | -2% | -2% | 2%
9 | 6% | -2% | ? | -25%
10 | . | -10% | . | .
11 | ? | 0% | 8% | 1%[10 µM]
12 | ? | 11% | -1% | 6%[10 µM]
13 | -6% | -7% | 13% | -125%[inhibitor]
14 | ? | 0% | 18µM* | -66%[inhibitor]
15 | 16% | -3% | ? | 9%

# (further entries)
nr | molecule | Tau ThT inhib | Tau fluor counter | SMN2 splice up | JMJD2E inh
16 | O=C(CCS(=O)(=O)c1cc(Br)cc2c1N(C(=O)C1CC1)CC2)NCc1ccco1 | -2% | 1% | 51% | 9%
17 | CCOc1ccccc1NC(=O)CSc1nccn1-c1ccccc1 | -10% | -4% | 8% | 5%
18 | Cc1nc(C)c(/C(O)=C\c2nc3ccc([N+](=O)[O-])cc3oc2=O)o1 | ? | -8% | . | 20µM*
19 | NC(=O)C1CCCN(C(=O)c2ccc(Cl)cc2)C1 (stereo unspecified) | 9% | 2% | 17% | 0%
20 | Cc1ccc(CNC(=O)c2ccc3c(=O)c(O)c(-c4ccc(C)cc4)[nH]c3c2)cc1 | 5% | -16% | . | ?
21 | COCCCNC(=O)c1c(NC(=O)Cc2coc3cc(C)ccc23)sc2c1CCCC2 | -12% | -28% | ? | .
22 | O=C(O)CC(NC(=O)C12CC3CC(CC(C3)C1)C2)c1ccc(OC2CCCC2)cc1 (stereo unspecified) | -1% | 8% | -14% | 4%
23 | CCN(CC)S(=O)(=O)c1ccc(/C=C/C(=O)Nc2ccc(N3CCOCC3)cc2)cc1 | 16µM* | 32µM*[quencher] | . | 4%
24 | Cc1cccc(OCc2nnc(SCC(=O)N(C(C)C)C(C)C)n2Cc2ccco2)c1C | -12% | -1% | -26% | -2%
25 | Nc1ccccc1-c1nc2ccccc2s1 | ? | ? | ? | ?
26 | O=C(Nc1nnc(COc2ccc(Cl)cc2)s1)C1CCCO1 (stereo unspecified) | -13% | -10% | -7% | 1%
27 | Cc1ccc(S(=O)(=O)N2CCN(C(=O)c3ccccc3)C2)cc1[N+](=O)[O-] | -5% | -6% | -15% | -5%
28 | O=C(NCc1n[nH]c(=S)n1-c1ccccc1)c1ccco1 | -20% | -8% | -8% | 2%
29 | COc1ccc(Cl)cc1NC(=O)CN(C1CCCCC1)S(C)(=O)=O | 3% | -10% | 11% | -3%
30 | O=C(CSc1ncccn1)NCc1ccc(F)cc1 | -3% | -5% | 28% | -1%

nr | HttQ103 aggreg | Tau fibril FP | ALDH1A1 block | HTT cytoprotect
16 | -2% | 1% | 11µM* | 10%
17 | 2% | -3% | -11% | 4%[10 µM]
18 | -18%[9.22 µM] | 1% | . | 11%[10 µM]
19 | 2% | -8% | 3% | -8%[0.074 µM]
20 | ? | 0% | . | -47%[inhibitor][10 µM]
21 | . | 5% | . | .
22 | 3% | 7% | 8% | -9%
23 | 11%[9.22 µM] | ? | . | 5%[10 µM]
24 | -22% | -1% | ? | -36%
25 | 2%[9.22 µM] | 6% | ? | 27%[10 µM]
26 | -2% | -2% | 10µM* | -24%[0.074 µM]
27 | -7% | -1% | -5% | ?
28 | -7% | -4% | -7% | 1%[1.9 µM]
29 | -15% | 0% | -12% | -13%[0.074 µM]
30 | 14% | -1% | 10% | -11%

# More entries follow:
nr | molecule | Tau ThT inhib | Tau fluor counter | SMN2 splice up | JMJD2E inh
31 | O=C(CSc1nnc(-c2ccncc2)n1Cc1ccco1)Nc1ccccc1F | -10% | -12% | . | 2%
32 | CCCN(CC(=O)Nc1cccc(Br)c1)CC(=O)Nc1ccc(F)c(F)c1F | 8% | ? | . | -8%
33 | Cc1cc(C)cc(C(=O)OCC(=O)NCc2cccs2)c1 | -3% | -3% | 15% | -16%
34 | CCCCCSc1nnc(-c2cc(Br)ccc2N)c(=O)[nH]1 | ? | -16% | . | -8%
35 | O=C1CN(C(=O)c2cc(Br)c(Br)s2)c2ccccc2N1 | -16% | -25% | -6% | -4%
36 | O=C1[C@@H]2C(c3ccc(F)cc3)=NO[C@@H]2C(=O)N1Cc1ccccc1 | 8% | 4% | . | 2%
37 | COc1cc(C(=O)N2c3ccccc3CC2C)cc(OC)c1OC (stereo unspecified) | 3% | 7% | 4% | -10%
38 | O=C1/C(=C/c2cccs2)Sc2ccccc21 | ? | -21% | ? | 1%
39 | COC(=O)C1=C(C)N(c2ccccc2)C(=S)NC1c1ccccc1C(F)(F)F (stereo unspecified) | -10% | -14% | -16% | -21%
40 | O=C(c1cccnc1)N1CCC(Oc2ccc(C(=O)N3CCCC(O)C3)cc2)CC1 (stereo unspecified) | -23% | -17% | . | -3%
41 | COc1ccc(/C=N/n2c(=O)[nH]c3c([nH]c4ccc(C)cc43)c2=O)cc1CN1CCOCC1 | -19% | -9% | ? | ?
42 | O=C(NCc1ccccc1Cl)c1cc2c(s1)-c1ccc(Cl)cc1SC2 | -3% | -22% | -2% | .
43 | CCc1nc2c(c(=O)c3ccccc3n2C)c(=O)n1C1CCCCCC1 | 13% | -1% | -22% | -2%
44 | COc1cc(NC(=O)c2cc(Br)cc(C)c2OC)ccc1NC(=O)C(C)C | -6% | -13% | -11% | ?
45 | O=C1NC2(CCCCC2)C(=O)N1/N=C/c1ccc(O)cc1O | -5% | -7% | -4% | 16%

nr | HttQ103 aggreg | Tau fibril FP | ALDH1A1 block | HTT cytoprotect
31 | 24%[9.22 µM] | -1% | . | 20%[10 µM]
32 | 15% | ? | -14% | -8%[10 µM]
33 | 4% | 1% | 11% | 16%[10 µM]
34 | -11% | 3% | ? | -4%
35 | 4% | 1% | 3% | 0%
36 | 7%[9.22 µM] | -6% | 3% | 15%[10 µM]
37 | 13% | 1% | 1% | -8%
38 | 8% | -10% | -2% | 2%[10 µM]
39 | ? | -6% | -8% | -5%[10 µM]
40 | -13%[9.22 µM] | -8% | -8% | 4%[10 µM]
41 | -19% | -1% | ? | -28%[0.074 µM]
42 | . | ? | . | .
43 | 21% | 11% | -11% | -44%[10 µM]
44 | -27% | -2% | 4% | -40%[inhibitor]
45 | ? | -11% | ? | -10%

# The results go on.
nr | molecule | Tau ThT inhib | Tau fluor counter | SMN2 splice up | JMJD2E inh
46 | CC(C)(C)c1nc(N)nc(=O)[nH]1 | -5% | -4% | . | 6%
47 | Cc1nc2nc(SCc3nc4ccccc4[nH]3)[nH]c2cc1Br | . | -8% | . | -3%
48 | CCOC(=O)OCC1OC(C#Cc2ccccc2)C=CC1OC(=O)OCC (stereo unspecified) | ? | -11%[11.6 µM] | . | .
49 | Cc1ccc(C(=O)COc2cc(C)nc3nncn23)cc1 | -5% | -8% | . | 1%
50 | O=C(c1ccco1)N1CCN=C1SCc1c(F)cccc1Cl | -31% | -21% | -13% | -4%
51 | CCOCCn1c(CN2CCOCC2)nc2c1c(=O)[nH]c(=O)n2C | -8% | -2% | 3% | 1%
52 | O=C(COc1ccc(Cl)cc1)NNC(=O)c1ccccn1 | -1% | 0% | 4% | ?

nr | HttQ103 aggreg | Tau fibril FP | ALDH1A1 block | HTT cytoprotect
46 | -8%[9.22 µM] | 9% | . | -6%[10 µM]
47 | 1%[9.22 µM] | -19% | . | -7%[10 µM]
48 | . | -23%[11.6 µM] | 3.5µM* | ?
49 | -13%[9.22 µM] | -1% | . | 2%[10 µM]
50 | -8% | -4% | -13% | 18%
51 | -10% | -9% | 2% | 21%
52 | -1% | -7% | 1% | 3%

# Quoted at random: 2 entries already listed
nr | molecule | Tau ThT inhib | Tau fluor counter | SMN2 splice up | JMJD2E inh
47 | Cc1nc2nc(SCc3nc4ccccc4[nH]3)[nH]c2cc1Br | . | -8% | . | -3%
49 | Cc1ccc(C(=O)COc2cc(C)nc3nncn23)cc1 | -5% | -8% | . | 1%

nr | HttQ103 aggreg | Tau fibril FP | ALDH1A1 block | HTT cytoprotect
47 | 1%[9.22 µM] | -19% | . | -7%[10 µM]
49 | -13%[9.22 µM] | -1% | . | 2%[10 µM]

# Screens from PubChem BioAssay.

# This is a subset (hit frequency here may not be typical).
